From PubChem
Pf gametocyte – late stage P. falciparum gametocyte viability inhibitors, primary screen, ATP luminescence, HTS; inhibition, % at 10.9 µM; 0.065% of 150,000 active; P. falciparum stage V gametocytes, 24 h;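 active means inhibition above the mean plus 3 SD of compounds within the control limits, set per campaign, cut at about 38% in these data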;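 further: 0% = DMSO wells and 100% = medium only without gametocytes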
Mcl1 Noxa PPI – Mcl-1/Noxa binding inhibitors, primary screen, biochemical, TR-FRET, 1536-well. Induced myeloid leukemia cell differentiation protein Mcl-1 (Homo sapiens), Q07820. 1.5% of 220,000 active. TR-FRET Mcl-1/Noxa peptide binding, 2 h. inhibition, % at 21.7 µM. AID 1022, 2008;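 active means compounds that cut the protein-peptide binding signal by more than 50% relative to plate controls in a single-dose test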;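 further: His-tagged Mcl-1 with rhodamine Noxa BH3 peptide and terbium anti-His antibody; 0% = Mcl-1 plus Noxa peptide wells and 100% = peptide-only wells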
Target sequence (Q07820 whole entry, looked up): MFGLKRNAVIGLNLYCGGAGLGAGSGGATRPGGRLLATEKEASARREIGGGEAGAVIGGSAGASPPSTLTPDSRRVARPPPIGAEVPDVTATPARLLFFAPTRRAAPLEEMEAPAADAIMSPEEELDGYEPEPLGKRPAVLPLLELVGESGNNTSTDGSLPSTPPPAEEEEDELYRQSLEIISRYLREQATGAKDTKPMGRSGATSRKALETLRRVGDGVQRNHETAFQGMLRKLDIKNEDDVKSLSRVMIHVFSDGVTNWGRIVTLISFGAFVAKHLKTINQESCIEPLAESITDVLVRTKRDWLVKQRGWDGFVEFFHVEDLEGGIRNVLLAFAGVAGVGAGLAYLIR
Avidin fluor – green autofluorescence of compounds with avidin beads – biophysical, 488/530 nm, flow cytometry, artefact control, profiling panel; compound fluorescence 488/530 nm; hits give high values; fluorescence (KMESF) at 10 µM; 0.38% of 220,000 active; in the data active means fluorescence above about 47; further: inactives centre near 10
Mcl1 Bid PPI – Mcl-1/Bid binding inhibitors, primary screen, biochemical, TR-FRET, 1536-well. Induced myeloid leukemia cell differentiation protein Mcl-1 (Homo sapiens), Q07820. TR-FRET Mcl-1/Bid-Dy647 peptide binding. inhibition, % at 21.7 µM. 0.97% of 220,000 active;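 active means compounds that cut the binding signal by more than half at the single screening dose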;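 further: His-tagged Mcl-1 with europium anti-His antibody binding Bid BH3 peptide; 0% = Mcl-1 plus peptide wells and 100% = peptide-only wells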
* marks the source's active call; other numbers are inactive results.

SMILES	Pf gametocyte	Mcl1 Noxa PPI	Avidin fluor	Mcl1 Bid PPI
CN(C)CCCN=C(NO)c1ccc(Cl)cc1Cl	-7	-11	8	-16
COc1cc(C(=O)Nc2ccc3c(c2)N(C(=O)CN2CCN(C)CC2)c2ccccc2CC3)cc(OC)c1OC	-20	30	8	-15
O=C(Nc1cccc(Cl)c1N1CCOCC1)c1cccnc1Cl	9	0	4	-12
Cn1c(C(O)c2ccc(Br)cc2)nc(Cl)c1Cl (stereo not drawn)	16	12	4	-5
CCOc1ccc(S(=O)(=O)Nc2ccc(C(=O)NN)cc2)cc1	1	-16	7	-38
Nc1nc(SCC(=O)Nc2ccc(OCc3ccccc3)cc2)n[nH]1	-6	-8	6	7
O=C(NCc1ccc(-c2csnn2)cc1)c1cccs1	-7	9	3	-6
CCOc1ncnc2c1[nH]c1ccccc12	19	24	13	3
O=C(Nc1ccccc1Cl)c1ccc(-c2ccccn2)s1	4	8	7	-6
NC1=NC2(CCCC2)N=C(Nc2ccccc2)N1	3	9	7	-3
c1ccc(CN2CCC(N3CCN(Cc4ccc5c(c4)OCO5)CC3)CC2)cc1	-2	-1	7	-35
COc1ccc(/C=C(\C)c2nc(C)c(-c3ccccc3)c(=O)[nH]2)cc1	-1	-10	11	-16
CC1CCc2c(sc(NC(=S)NC(=O)c3ccccc3)c2C#N)C1 (stereo not drawn)	10	22	8	-47
Cc1ccc(S(=O)(=O)N(C)CC(=O)OCC(=O)NC(=O)NC(C)C)cc1	2	-5	3	4
CCn1c(-c2cc(-c3ccccc3)sc2N)n[nH]c1=S	-14	14	6	-36
CC1=CC(C)(C)n2c(O)c(N=N)c3c(C)ccc1c32	-1	8	9	8
Cc1c(C(=O)NCCSCc2cccc(C(F)(F)F)c2)cnn1-c1ccc(F)cc1	3	-22	5	-30
COc1ccc(NC(=O)Oc2cc(C)ccc2C(C)C)cc1	-15	11	9	-3
O=C1COc2ccc(C(=O)C[n+]3cccc(O)c3)cc2N1	10	25	4	-37
NC(=O)c1ccc(NC(=O)c2cnc3ccccc3n2)cc1	7	6	4	-6
Nc1nccc(/C=C/c2ccc(Cl)cc2)n1	-2	-5	7	3
Cc1cc(NC(=O)CSc2nnc(Nc3ccccc3C)s2)no1	10	7	4	-41
CC(CO)(CO)NC(=O)c1ccc(=O)[nH]n1	5	5	4	-15
CC(=O)NCCCC(=O)NNC1CC(=O)N(c2cccc(Cl)c2)C1=O (stereo not drawn)	21	5	8	-20
O=C(NCc1ccc(Cl)cc1)c1csc(-c2cccnc2)n1	0	17	6	-8
CC(CC(=O)O)CC(=O)Nc1ccc(Br)cc1 (stereo not drawn)	0	13	6	-17
COC(=O)c1c(C)nn(-c2ccc(OC(F)(F)F)cc2)c1-c1snnc1C	17	8	8	-12
Cc1oc(S(=O)(=O)N(C)C)cc1C(=O)Nc1ccc(Cl)cc1	1	-4	6	7
CC(C)c1ccc(/C=C2\SC(N3CCOCC3)=NC2=O)cc1	14	13	7	-5
CCC(=O)O/N=C(\N)c1ccc(Oc2cc(C)c(Cl)c(C)c2)c([N+](=O)[O-])c1	18	-3	9	-12
Cc1ccc(NC(=O)CCc2nc3ccccc3[nH]2)cc1C	-4	-26	8	-5
O=C(Cn1nnc2ccccc21)OCC(=O)c1ccc(Cl)cc1	-1	14	12	25
O=C(Nc1nc2ccccc2c(=O)s1)c1ccco1	-6	12	5	-18
N#C/C(=C\Nc1ccc(Cl)cn1)S(=O)(=O)c1ccccn1	5	-1	2	-40
Nc1c(C(=O)NCc2ccc3c(c2)OCO3)nnn1Cc1cccc(F)c1	-4	8	11	-44
COC(=O)c1ccc(C(=O)NN)cc1	19	-8	9	-5
Cc1c(NC(=S)N/C(=N/S(=O)(=O)c2ccc(Cl)cc2)c2ccccc2)c(=O)n(-c2ccccc2)n1C	3	27	7	-21
O=C(NC(=O)c1cc(OCC(F)(F)F)ccc1OCC(F)(F)F)Nc1ccccc1	13	16	6	-16
CC(C)Cn1c(N)c(C(=O)COC(=O)/C=C/c2cccs2)c(=O)n(C)c1=O	1	-19	6	-15
COc1ccc(NC(=O)CCC(=O)N/N=C/c2cn(C)nc2C)cc1	3	9	8	1
CC(C)(C)NC(=O)NCc1cccnc1	12	6	6	-25
C/C(=N\O)C(C)(C)Nc1cccc(Br)c1	6	11	7	-17
CC(C)(C)c1ccc(Oc2ncccc2NC(=O)c2cccs2)cc1	10	-6	5	1
CCCC(=O)Nc1nnc(SCC(=O)N2CCN(c3ccccc3)CC2)s1	22	2	6	-27
N#Cc1ccc(C23CC4(C2)[C@H](CN(CC2CCCCC2)[C@@H]4c2ccccc2)C3c2ccccc2)cc1 (stereo partly drawn)	11	-9	8	-57
COc1ccc(/C(C)=N\O)cc1OC	-6	-4	5	-20
COc1cc(/C=N/n2c(-c3n[nH]c4c3CCC4)n[nH]c2=S)ccc1O	-8	2	7	-115
CCSc1nnc([C@@H](NC(=O)OC(C)(C)C)C(C)C)o1	14	3	5	-27
NC(=O)c1ccc(NC(=O)COC(=O)c2ccc3c(c2)OCCO3)cc1	-3	6	8	-45
C[N+](C)(C)CCCN(Cc1ccc2c(c1)OCO2)C(=O)NC1CCCCC1	17	8	7	-27
CCCn1cc(CN2CCC(N3CCC(C(=O)N4CCOCC4)CC3)CC2)c(C)n1	-28	2	6	-36
COc1ccc(C(=O)Nn2cnnc2)cc1OC	6	8	8	-7
COc1ccc(OC)c(-n2c(SCC(=O)Nc3cccc(S(N)(=O)=O)c3)nc3ccccc3c2=O)c1	6	4	8	-21
C/C=C(\C)C(=O)Nc1cccc(C2=NOC3(C2)C[C@H](C(N)=O)N(C(=O)c2cc([N+](=O)[O-])cc([N+](=O)[O-])c2)C3)c1 (stereo partly drawn)	14	4	14	-26
Cc1ccc(-n2c(SCC(=O)N3CCCCC3)nc(O)cc2=O)cc1	-1	1	8	-30
COCCCNC(=S)N/N=C/c1cccc(OC)c1O	-19	-25	3	-55
N#Cc1c(-c2ccccc2)cc(-c2ccccc2)nc1SCC(=O)NCC(=O)O	18	10	9	10
CCOC(=O)/C=C(C)\C=C\c1c[nH]c2ccccc12	8	35	9	-28
CC(C)CC(=O)Nc1cccc(-c2nc3ccccc3[nH]2)c1	-4	-3	8	-6
Cc1ccc(NC(=O)C(=O)NN)cc1	-8	-5	6	-15

(next part)
SMILES	Pf gametocyte	Mcl1 Noxa PPI	Avidin fluor	Mcl1 Bid PPI
COc1ccc(C2/C=C\CN(C(=O)C3CCCC3)[C@H](Cc3ccccc3)C(=O)N2Cc2ccc(F)cc2)cc1 (stereo partly drawn)	5	-13	9	-37
S=C(NCCc1ccccc1)N/N=C/c1ccc(Cl)cc1	-20	11	7	-79
COCCNC(=O)c1c(CSc2ccccc2)noc1C(=O)NCc1ccccc1	11	10	12	-26
C/C(=N\n1c(C)nc2ccccc2c1=O)c1ccc(C)o1	22	7	12	-10
NC(=O)CCn1cnc2ccccc21	-18	18	7	-28
Nc1nc(NCc2ccco2)nc(NCCO)c1[N+](=O)[O-]	-4	0	7	-28
CS(=O)(=O)NNC(=O)Cn1nnc(-c2cc(C(F)(F)F)cc(C(F)(F)F)c2)n1	-3	3	15	-10
O=[N+]([O-])c1ccc(/C=N/n2cn[nH]c2=S)cc1	-16	-4	6	-31
CCOc1ccc(NC(=O)c2ccccc2SC)cc1	-21	20	6	-3
Cc1ccnc(NC(=O)Cc2ccc(F)cc2)n1	-7	-9	4	-16
FC(F)(F)c1cnc(COc2ccc(Cl)cc2Cl)c(Cl)c1	-3	-14	8	-10
COc1ccc(C2/C=C\CN(S(=O)(=O)c3cccc4cccnc34)CC(=O)N2Cc2ccc(F)cc2)cc1 (stereo not drawn)	-10	-21	7	-45
Cc1c(N2C(=O)CSC2c2ccccc2)c(=O)n(-c2ccccc2)n1C (stereo not drawn)	-3	-32	6	-32
O=C(Cn1nc2n(c1=O)-c1ccccc1SC2)N/N=C/c1cccs1	21	9	8	-33
CNC1(c2nnnn2-c2ccccc2C)CCOC(C)(C)C1 (stereo not drawn)	10	-3	9	-18
Brc1ccc2c(c1)[C@H]1OCC[C@H]1[C@@H](c1cccs1)N2	17	-4	7	-33
CC(C)CC(N)C(=O)OCc1ccc([N+](=O)[O-])cc1 (stereo not drawn)	9	14	3	6
COc1ccc(C(=O)N2CCCC(C(=O)N3CCN(c4ccccc4)CC3)C2)cc1 (stereo not drawn)	-14	0	5	-89
Cc1cnc(NC(=O)CSc2nnc(COc3ccccc3)o2)s1	-9	22	5	-19
O=c1c(C=NCC2CCCO2)c(-c2ccccc2)[nH]n1-c1ccc([N+](=O)[O-])cc1 (stereo not drawn)	20	-2	4	7
COC(=O)c1ccc(N=CC2=C(O)CC(c3ccccc3)CC2=O)cc1 (stereo not drawn)	-13	12	8	-5
O=S(=O)(NC1=NCCCCC1)c1ccc2sc(NS(=O)(=O)c3ccc4ccccc4c3)nc2c1	-16	14	7	0
CCOC(=O)c1sc(=S)n(CC)c1NC(=O)c1ccccc1C	5	-4	3	-24
Cc1ccccc1N1C(=O)C2ON(c3ccccc3)C(c3ccco3)C2C1=O (stereo not drawn)	-2	-2	2	-2
COC(=O)CCC(=O)OC1(C)C(=O)C=C2C=C(C3CC3)N(Cc3ccc4c(c3)OCO4)C=C2C1=O (stereo not drawn)	18	26	6	-79
CC(C)n1c(=S)[nH]c2cc(C(F)(F)F)ccc21	-7	15	7	-34
CCN(CC)c1ccc(C(=O)OCC(=O)NC(C)(C)C)cc1	2	1	8	-110
C=C(C)C(=O)Nc1cccc(C2=NOC3(C2)C[C@@H](C(N)=O)N(C(=O)c2cc([N+](=O)[O-])cc([N+](=O)[O-])c2C)C3)c1 (stereo partly drawn)	-12	74*	16	-47
CC(C)CN1CCC(=O)N(CCSc2ccc(Br)cc2)CC1	14	9	9	-28
Cc1cc(NCc2ccccn2)n2nc(C)c(-c3ccccc3)c2n1	23	-35	7	-54

Given with two lines to a compound: 5 of the compounds above.
Order of values: Pf gametocyte | Mcl1 Noxa PPI | Avidin fluor | Mcl1 Bid PPI
CC(C)CN1CCC(=O)N(CCSc2ccc(Br)cc2)CC1
→ 14 | 9 | 9 | -28
COC(=O)CCC(=O)OC1(C)C(=O)C=C2C=C(C3CC3)N(Cc3ccc4c(c3)OCO4)C=C2C1=O (stereo not drawn)
→ 18 | 26 | 6 | -79
CCN(CC)c1ccc(C(=O)OCC(=O)NC(C)(C)C)cc1
→ 2 | 1 | 8 | -110
CCOC(=O)c1sc(=S)n(CC)c1NC(=O)c1ccccc1C
→ 5 | -4 | 3 | -24
Cc1ccccc1N1C(=O)C2ON(c3ccccc3)C(c3ccco3)C2C1=O (stereo not drawn)
→ -2 | -2 | 2 | -2

Three entries already listed, ordered by count of non-hydrogen atoms, low to high.
SMILES	Pf gametocyte	Mcl1 Noxa PPI	Avidin fluor	Mcl1 Bid PPI
CC(C)CC(N)C(=O)OCc1ccc([N+](=O)[O-])cc1 (stereo not drawn)	9	14	3	6
CCN(CC)c1ccc(C(=O)OCC(=O)NC(C)(C)C)cc1	2	1	8	-110
COc1ccc(C(=O)N2CCCC(C(=O)N3CCN(c4ccccc4)CC3)C2)cc1 (stereo not drawn)	-14	0	5	-89

(listing goes on)
SMILES	Pf gametocyte	Mcl1 Noxa PPI	Avidin fluor	Mcl1 Bid PPI
COC(=O)c1ccc2c(=O)n(Cc3ccc4c(c3)OCO4)c(SCC(=O)N3CCCC3)nc2c1	-6	-13	9	9
CC1CC(=O)Nc2ccccc2N1C(=O)Nc1ccccc1 (stereo not drawn)	-1	18	6	-1
Nc1ncc(-c2ccccc2)c(-c2ccc(OCc3ccccc3)cc2O)n1	12	5	7	2
Cc1onc(-c2c(Cl)cccc2Cl)c1/C(N)=N/OC(=O)C(C)(C)C	5	-3	6	-15
CCOC(=O)c1cc(C#N)c(SCC(=O)Nc2ccc(C(C)=O)cc2)[nH]c1=O	-4	12	3	22
O=[N+]([O-])c1cc(Cl)ccc1Sc1ccccn1	8	-18	6	-10
O=C(CSc1nnc(-c2ccncc2)n1Cc1ccco1)Nc1ccccc1F	7	11	6	-59
CCOC(=O)c1[nH]c2cc3c(cc2c1NC(=O)CN1CCCC1)OCO3	-14	-6	7	-26
CCOC(=O)/C=c1\s/c(=C(\C#N)C(N)=O)n(-c2ccccc2)c1=O	-14	1	7	-14
CCOc1ccc(/C=N/NC(=O)Cn2ccnc2C)cc1	8	-1	6	-8
Cc1[nH]n(-c2ccccc2)c(=O)c1C=Nc1ccc(S(=O)(=O)NC(N)=O)cc1	12	-4	9	-21
CCOC(=O)c1cn[nH]c1NC(=S)Nc1ccccc1	-15	18	8	-14
CN(CCO)S(=O)(=O)c1ccc2c(c1)C(=NNC(N)=O)c1cc(S(=O)(=O)N(C)CCO)ccc1-2	5	16	2	-2
CC(C)(C)Nc1nc2ccc([N+](=O)[O-])cc2o1	4	1	5	2
COc1ccc(C(CNC(=O)c2cc(SC)ccc2Cl)N(C)C)cc1 (stereo not drawn)	-7	8	7	-11
O=C(c1ccc2c(c1)N(Cc1ccccc1F)C(=O)c1ccccc1S2)N1CCOCC1	-18	-10	5	-13
Cc1[nH]c2ccccc2c1/C=N/NC(=O)CNC(=O)c1ccco1	13	4	9	-69

Only part of the results is shown, so the mix of outcomes need not match the whole.
